BAZ2B block – qHTS Assay for Inhibitors of BAZ2B | Bromodomain adjacent to zinc finger domain protein 2B (Homo sapiens), Q9UIF8 | AID 504333, 2011 | AlphaScreen BAZ2B-H3K14Ac peptide displacement | Potency, µM (top dose mostly 114 µM), inactives show at the top dose activity change, negative = inhibition, actives largely listed as inhibitors | 4.4% of 360,000 active; note: % is set by controls: 0 for no effect and ±100 for the full control effect; nearly all actives have a fitted effect of over 60% in size
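Compounds, titrated to a top concentration of 110 uM, were incubated 30 min at room temperature with preformed BAZ2B/acetyl-K14 H3 peptide complex (50 nM each). Proximity signal was measured by AlphaScreen after 20 min with beads.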
BLM inh – qHTS Assay for Inhibitors of Bloom's syndrome helicase (BLM); RecQ-like DNA helicase BLM (Homo sapiens), P54132; recombinant BLM DNA unwinding, fluorescence dequenching; Potency, µM (doses to about 56.1 µM), for the others: top-dose activity change, negative = inhibition, usual class: inhibitors; 0.2% of 350,000 active;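 note: plate controls were vehicle for no effect and no enzyme for full effect; nearly all actives have a fitted effect of over 35% in size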
Target sequence (P54132 whole entry, looked up): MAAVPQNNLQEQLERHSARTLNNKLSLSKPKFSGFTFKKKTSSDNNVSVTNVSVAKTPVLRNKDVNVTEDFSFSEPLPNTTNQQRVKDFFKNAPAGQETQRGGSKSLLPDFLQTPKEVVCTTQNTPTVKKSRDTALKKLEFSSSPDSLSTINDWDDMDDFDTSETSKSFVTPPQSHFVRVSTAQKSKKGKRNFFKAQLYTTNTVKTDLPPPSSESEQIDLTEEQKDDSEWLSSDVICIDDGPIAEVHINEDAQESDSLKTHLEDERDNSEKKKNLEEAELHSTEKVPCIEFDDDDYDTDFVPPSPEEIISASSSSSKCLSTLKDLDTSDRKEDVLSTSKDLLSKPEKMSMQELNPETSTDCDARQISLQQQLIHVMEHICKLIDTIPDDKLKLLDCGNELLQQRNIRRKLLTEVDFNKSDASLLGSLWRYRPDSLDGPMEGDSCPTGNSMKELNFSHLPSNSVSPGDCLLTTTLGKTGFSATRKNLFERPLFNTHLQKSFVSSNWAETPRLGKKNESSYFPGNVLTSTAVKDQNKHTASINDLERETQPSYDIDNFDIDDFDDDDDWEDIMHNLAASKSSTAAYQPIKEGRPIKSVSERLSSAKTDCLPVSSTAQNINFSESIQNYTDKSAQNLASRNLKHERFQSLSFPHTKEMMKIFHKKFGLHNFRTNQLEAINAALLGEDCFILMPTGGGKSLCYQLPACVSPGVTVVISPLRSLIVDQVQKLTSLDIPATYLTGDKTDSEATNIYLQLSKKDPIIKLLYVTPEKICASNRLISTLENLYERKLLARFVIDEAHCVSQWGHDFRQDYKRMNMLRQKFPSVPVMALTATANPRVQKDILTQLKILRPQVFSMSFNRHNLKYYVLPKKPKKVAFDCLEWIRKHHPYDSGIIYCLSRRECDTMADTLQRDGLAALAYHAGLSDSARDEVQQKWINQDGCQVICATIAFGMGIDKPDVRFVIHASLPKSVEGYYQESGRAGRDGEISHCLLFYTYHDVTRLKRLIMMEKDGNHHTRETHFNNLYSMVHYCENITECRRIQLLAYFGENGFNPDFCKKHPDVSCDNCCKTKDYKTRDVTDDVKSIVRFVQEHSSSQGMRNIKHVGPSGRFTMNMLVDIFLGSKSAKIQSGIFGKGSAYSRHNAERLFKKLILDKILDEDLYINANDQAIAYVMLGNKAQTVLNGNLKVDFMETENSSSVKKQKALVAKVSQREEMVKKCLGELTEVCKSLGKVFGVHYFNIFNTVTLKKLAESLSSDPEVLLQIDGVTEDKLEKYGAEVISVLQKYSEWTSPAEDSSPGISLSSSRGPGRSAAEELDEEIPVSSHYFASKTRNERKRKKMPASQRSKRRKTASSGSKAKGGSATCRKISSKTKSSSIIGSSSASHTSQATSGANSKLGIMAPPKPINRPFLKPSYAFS
JMJD2A Tudor inh – qHTS Assay for Inhibitors of JMJD2A-Tudor Domain; 4.4% of 390,000 active; Lysine-specific demethylase 4A (Homo sapiens), O75164; AlphaScreen JMJD2A-Tudor / H3K4me3 peptide binding; AID 504339, 2011; Potency, µM (series often up to 114 µM), for the others: at the highest dose activity change, negative = inhibition, actives largely listed as inhibitors; note: % is set by controls: 0 for no effect and ±100 for the full control effect; nearly all actives have a fitted effect of over 50% in size
HP1b binding inh – HTS for Inhibitors of HP1-beta Chromodomain Interactions with Methylated Histone Tails. AlphaScreen HP1-beta / biotin-H3K9me3 peptide binding. AID 540317, 2011. Potency, µM (series often up to 114 µM), for the others: at the highest dose activity change, negative = inhibition, usual class: inhibitors. Chromobox protein homolog 1 (Homo sapiens), P83916. 0.56% of 390,000 active; note: nearly all actives have a fitted effect of over 70% in size; inactives centre near 23
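AlphaScreen: HP1-beta (50 nM) preformed 30 min with biotin-H3(1-18)K9me3 peptide (50 nM) in PBS pH 7.4, 0.01% Tween-20. Compound added for 30 min at RT, then streptavidin donor/nickel chelate acceptor beads (10 ug/mL) for 30 min.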
GLS inh – qHTS for Inhibitors of Glutaminase (GLS). Glutaminase kidney isoform, mitochondrial (Homo sapiens), O94925. GLS enzymatic activity, qHTS titration. Potency, µM (titrated, usually from 45.5 µM), without a hit: top-dose activity change, negative = inhibition, hits mostly inhibitors. 0.21% of 410,000 active. AID 624170, 2012; note: % is set by controls: 0 for no effect and ±100 for the full control effect
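Assay buffer: 45 mM KH2PO4 pH 8.2, 0.02% Tween-20. hKGA acts on L-glutamine (1 mM solution added); product glutamate is reported by an oxidase/peroxidase Amplex Red coupling, with fluorescence taken at baseline and 30 min.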
Pol iota inh – qHTS for Inhibitors of Polymerase Iota | Pol iota fluorescent replication assay, 10 min | Potency, µM (series often up to 115 µM), without a hit: at the top dose activity, negative = inhibition, hits mostly inhibitors | 1% of 390,000 active | AID 588590, 2011
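Fluorescent replication assay read twice, at 0 min and 10 min after adding 50 nM (final) substrate. Enzyme (10 nM) and compounds were first incubated 15 min at room temperature; enzyme-free buffer wells were negative controls.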
Pin1 inhibitor – qHTS Assay to Find Inhibitors of Pin1; Peptidyl-prolyl cis-trans isomerase NIMA-interacting 1 (Homo sapiens), Q13526; Pin1 FP peptide displacement, HiFluor488, 10 min; Potency, µM (top dose mostly 115 µM), without a hit: top-dose activity, negative = inhibition, actives largely listed as inhibitors; 0.009% of 390,000 active; active = well fitted inhibition curve with a large enough effect in the polarisation, with a control signal flat, not every such curve was filed as active; inconclusive = small, poorly fitted or top-dose-only effect, or effect the other way, or a change in a side signal; inactive = no such curve, though single readings can be large or run the other way; the % refers to the polarisation; note: % is set by controls: 0 for no effect and ±100 for the full control effect
G9a block – qHTS Assay for Inhibitors of Histone Lysine Methyltransferase G9a; AID 504332, 2011; Potency, µM (titrated, usually from 102 µM), inactives show top-dose activity, negative = inhibition, usual class: inhibitors; 8.8% of 350,000 active; Histone-lysine N-methyltransferase EHMT2 (Homo sapiens), Q96KQ7; G9a H3K9 monomethylation, AlphaScreen, 2 h; note: % is set by controls: 0 for no effect and ±100 for the full control effect; nearly all actives have a fitted effect of over 75% in size
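Signal arises when biotinylated H3K9 peptide, once monomethylated, bridges streptavidin donor and antibody-captured acceptor beads. Enzyme at 20 nM was preincubated 15 min with test compounds; peptide 500 nM and SAM 20 uM then reacted for 2 h.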
Tb PGK inh – qHTS Assay to Find Inhibitors of Phosphoglycerate Kinase | Phosphoglycerate kinase, glycosomal (Trypanosoma brucei brucei), P07378 | 0.043% of 380,000 active | PGK/GAPDH coupled, Kinase-Glo luminescence, 60 min | AID 602233, 2012 | Potency, µM (titrated, usually from 57.5 µM), for the others: at the top dose activity change, negative = inhibition, most hits filed as inhibitors; note: % is set by controls: 0 for no effect and ±100 for the full control effect; nearly all actives have a fitted effect of over 60% in size
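Recombinant glycosomal PGK reaction used 1,3-bisphosphoglycerate generated in-well by GAPDH (100nM final) in 100mM TEA pH 7.6, 5mM MgCl2, 0.01% Tween-20. After 60 minutes at room temperature, ATP was read by Kinase-Glo Plus luminescence end-point.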
* = called active by the depositor; i = inactive; ? = inconclusive; nt = no result given; & = joins results of further samples; [ ] = dose if it differs, or a comment. Unless noted, calls come from the whole dose curve; as a rule, active = well fitted curve in the direction sought with a large enough effect; inconclusive = small, poorly fitted or top-dose-only effect, or another doubt; inactive = no such curve, though single readings can be large; an effect the other way counts as inactive or inconclusive. Potency is the fitted concentration of half-maximal effect. The list is partial, so the mix of outcomes need not match the whole.

SMILES,BAZ2B block,BLM inh,JMJD2A Tudor inh,HP1b binding inh,GLS inh,Pol iota inh,Pin1 inhibitor,G9a block,Tb PGK inh
O=C(CSCc1c(F)cccc1Cl)NCCSCc1ccco1,-39%,-8%,-21%,20%,-6%,-16%,-9%,-2%,-4%
CCN(CC)c1cc(C)c2cc(NC(=O)c3ccccc3OC)ccc2n1,-5%&34%,53%&61%[activator],18%&35%,91%&88%[activator],15%&1%,14%&15%,10%&-2%,67%&8%[activator][59 µM],0%&-2%
O=C(COC(=O)COc1ccc(Br)cc1)Nc1ccc2c(c1)OCCO2,12%,nt,-8%,50%[activator],0%,35%[activator],?,25%[59 µM],6%
O=C(Nc1nc(-c2ccccn2)cs1)c1cccc(S(=O)(=O)N2CCOCC2)c1,28µM*,nt,50µM*,0%,-1%,46%[activator],-21%,?,3%
CCC(C)[C@H](NC(=O)N1CCC(Cc2ccccc2)CC1)C(=O)O (stereo not given in full),-6%,-10%,6%,60%[activator],1%,-17%,0%,-8%[0.501 µM],nt
CCCCOC(=O)CSC1=C(C#N)C(c2ccc3c(c2)OCO3)CC(=O)N1 (stereo not given),14%,-14%,0%,43%[activator],-6%,17%,-7%,34%[59 µM],-9%
COc1ccc(OC)c(-c2c3c([nH]c(=S)c2C#N)CCCC3)c1,?,-2%,-32%,9%,2%,80%[activator],5%,?,10%
O=C(COC(=O)C1CCN(c2ccc(C(F)(F)F)cn2)CC1)c1ccc(F)cc1,32%[activator],nt,43%[activator],99%[activator],-1%,-7%,13%,32%,i
Cn1cncc1C#Cc1c(C=O)[nH]c2ccccc12,-2%,nt,-12%,47%[activator],13%,26%,8%,3%[0.501 µM],-2%
CCC(Oc1ccccc1)C(=O)NCCCN1CCOCC1 (stereo not given),2%,-1%,-18%,33%,-1%,5%,0%,nt,0%
CC(=O)c1c(C)[nH]c(C(=O)Nc2ccc(C)cn2)c1C,-39%,-2%,-11%,16%,-1%,-10%,-5%,?,-6%
CC1CN(C(=O)COC(=O)/C=C/c2ccc(C(F)(F)F)cc2)CC(C)O1 (stereo not given),22%,nt,-11%,12%,14%,-24%,1%,-1%[12.7 µM],0%
COc1ccc(/C=C2/SC(=S)N(CCC(=O)O)C2=O)cc1,-6%,2%,-18%,2%,1%,-5%[58.9 µM],3%,-12%,3%
COc1ccc(CN(CCC(c2ccccc2)C2CCOC(C)(C)C2)C(C)=O)cc1 (stereo not given),-3%,-5%,-9%,18%,-15%,63%[activator],-2%,-4%[59 µM],-3%
CCc1ccc(NC(=S)Nc2ccc(S(=O)(=O)Nc3ncccn3)cc2)cc1,-13%,-3%,-1%,22%,11%,2%,-2%,-3%,1%
Cc1ccc(S(=O)(=O)N2CCCCC2C(=O)O)s1 (stereo not given),-7%,2%,-6%,19%,4%,?,4%,-29%,-4%
COc1ccc(/C=N/n2c(SC)nnc(C(C)(C)C)c2=O)cc1OC,3%,-7%,-13%,23%,-5%,-3%,-2%,4%,-9%
COCCNC(=O)C(c1ccncc1)N(C(=O)c1sc(C)nc1C)c1cccc(C)c1 (stereo not given),-3%,-6%,-7%,48%,12%,-15%,-1%,8%,3%
CC(CNC(=O)c1ccc(CSc2nc3ccncc3n2Cc2ccccc2)cc1)c1ccccc1 (stereo not given),-4%,-3%,-8%,57%[activator],1%,10%,50%[activator],?,i
CCOC(=O)C1CCN(C(=O)CN(c2ccc(OC)cc2)S(=O)(=O)c2c(C)noc2C)CC1,7%,2%,-19%,40%[activator],-2%,12%,7%,?,i

Next compounds follow.
SMILES,BAZ2B block,BLM inh,JMJD2A Tudor inh,HP1b binding inh,GLS inh,Pol iota inh,Pin1 inhibitor,G9a block,Tb PGK inh
Cc1ccc(NC(=O)CN2C(=O)N/C(=C/c3ccc(C)o3)C2=O)cc1,8%[57.1 µM],-7%,-29%,13%,11%,-11%,?,35µM*,-9%
CCCCN(C(=O)C1CC(=O)N(Cc2ccc(C)cc2)C1)c1c(N)n(CC(C)C)c(=O)[nH]c1=O (stereo not given),-15%,0%,-4%,23%,-1%,40%[activator],-6%,?,4%
COc1ccc(Cl)cc1S(=O)(=O)N(C)CC(=O)N1CCCC1,2%,-6%,-7%,20%,-1%,17%,-4%,10%,-10%
CCC(Sc1nc2ccsc2c(=O)n1Cc1ccc(C(=O)O)cc1)C(=O)Nc1ccc(C)c(Cl)c1 (stereo not given),?,-10%,-11%,33%,-9%,?,-26%,nt,-18%
Cc1ccc(-c2cc(C(=O)N3CCOCC3)c3ccccc3n2)o1,nt,nt,-29%,-16%,5%,79µM*,2%,nt,-12%
COc1cccc(-n2c(SCc3c(C)noc3C)nnc2-c2cccc(S(=O)(=O)N(C)C)c2)c1,-1%,-2%,-31%,-3%,8%,?,0%,-4%[59 µM],-6%
CCOc1ccc(-n2c(N)c(C(=O)NCc3ccco3)c3nc4ccccc4nc32)cc1,3%,0%,21%,85%,6%,-17%,24%,-15%,i
Cc1nnc(C)n1/N=C/c1ccccc1,8%[57.1 µM],-4%,-16%,5%,2%,24%,-6%,23%,-8%
CCN(CC)S(=O)(=O)N1CCC(C(=O)NCc2ccc3c(c2)OCO3)CC1,1%,1%,-10%,28%,0%,45%[activator],7%,10%,-4%
O=S(=O)(NCCc1ccccc1)c1ccc(Cl)nc1,12%,-3%,8%,36%,-6%,91%[activator],-5%,20%[59 µM],-10%
COc1ccc(CC(=O)OCC(=O)N2CCCc3ccccc32)cc1OC,-3%,nt,0%,18%,-7%,-5%,3%,-32%,i
O=C(COc1ccccc1F)Nc1ccc2c(c1)OCCO2,-25%,-3%,-5%,-20%,-7%,6%,-1%,25%,-7%
CCCCCCC(C)n1cc(C(C)=O)c(=O)n(C)c1=O (stereo not given),2%,-1%,10%,42%[activator],4%,73%[activator],-2%,10%[59 µM],-5%
Cn1c(SCC(=O)NCc2cccs2)nnc1-c1ccncc1,5%,1%,-8%,19%,16%,3%,1%,5%[59 µM],-4%
O=C(/C=C/c1cccc([N+](=O)[O-])c1)OCC1CCCO1 (stereo not given),2%,-2%,-5%,31%,1%,9%,-1%,8%,9%
COc1ccc(S(=O)(=O)NCCOc2ccc(Cl)cc2)cc1,13%,nt,1%,57%[activator],2%,-9%,3%,-3%[12.7 µM],-2%
N#Cc1ccccc1Sc1ccccc1C(=O)NCC(c1ccco1)N1CCCCC1 (stereo not given),-7%,nt,-26%,23%,-1%,30%,11%,?,-4%
COc1ccc(/C=C(/NC(=O)c2ccccc2)C(=O)N2CCCCC2)cc1OC,5%,1%,9%,43%[activator],3%,-10%,-6%,36%,i
CCc1ccccc1NC(=O)CNC(=O)CSC(=S)N1CCCC1,10%,nt,-1%,39%[activator],0%,11%,-6%,-10%[12.7 µM],-1%
O=C(Nc1ccccc1Cl)C1CC(=O)N(c2ccccc2)C1 (stereo not given),18%,-1%,-1%,19%,-2%,19%,6%,31%,-2%

Next section
SMILES,BAZ2B block,BLM inh,JMJD2A Tudor inh,HP1b binding inh,GLS inh,Pol iota inh,Pin1 inhibitor,G9a block,Tb PGK inh
COc1ccc(OC)c(S(=O)(=O)NCC(c2cccs2)S(=O)(=O)c2ccc(F)cc2)c1 (stereo not given),16%,-1%,-22%,59%[activator],7%,7%,1%,9%[59 µM],i
Fc1ccc(CSc2ncnc3sc4c(c23)CCCC4)cc1,52%[activator],-3%,65%[activator],152%[activator],-1%,13%,9%,259%[activator],0%
Cc1cc2oc(C(=O)Nc3ccc(S(=O)(=O)Nc4ncccn4)cc3)c(C)c2cc1Cl,-11%,-3%,-23%,5%,0%,9%,6%,18%[0.501 µM],-1%
CC(=O)NCCNC(=O)[C@H](Cc1ccccc1)NC(=O)c1cccs1,?,-2%,-4%,15%,6%,7%,-1%,6%,-4%
CCOC(=O)C1CCC(CN(Cc2ccc(Cl)cc2)S(=O)(=O)c2ccc(Br)cc2)CC1 (stereo not given),15%,-5%,-6%,26%,-4%,6%,-11%,7%[59 µM],i
O=C1CSc2cc(Cl)ccc2N1,nt,nt,-2%,?,-6%,?,-9%,nt,-4%
COc1ccc(N(CC(=O)NC2CCCCC2)C(=O)c2ccc(C)s2)c(OC)c1,-5%,-3%,-18%,-7%,3%,123%[activator],2%,-9%,8%
COC(=O)c1c(C)oc2ccc(N(C(=O)c3ccncc3)S(=O)(=O)c3ccccc3)cc12,-34%,-6%,-23%,11%,2%,-9%,11%,-3%[12.7 µM],-1%
COc1ccc(C(=O)CCN2CCN(c3ccccc3F)CC2)cc1,-33%,0%,-4%[11.4 µM],51%[activator],-1%,-4%,-7%,?,-9%

Screening results deposited in PubChem BioAssay by National Center for Advancing Translational Sciences (NCATS).
